Apaf1 inhib = inhibitors of human Apaf-1 apoptosome, primary screen, biochemical, DEVD-Rh110 fluorescence, uHTS; Apoptotic protease-activating factor 1 (Homo sapiens), O14727; reconstituted apoptosome caspase-3 activity; inhibition, % at 20 µM; 0.71% of 330,000 active; active = inhibition of at least 40% at 20 µM;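 also: plate controls were DMSO wells for no effect and DEVD-CHO caspase inhibitor wells for full effect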
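Medium: Hepes buffer, pH 7.5 / System: biochemical Apaf-1 apoptosome reconstitution / Measured by: Rh110 fluorescence, excitation 480 nm, emission 540 nm / Times: compound with Apaf-1, dATP, procaspase-3 30 min, then 50 min reaction, room temperature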
hIAP inh = human IAP inhibitors, primary screen, biochemical, luminescence, uHTS; Intestinal-type alkaline phosphatase (Homo sapiens), P09923; purified IAP, CDP-Star luminescence, 30 min; inhibition, % at 10 µM; 0.12% of 330,000 active; AID 2544, 2010;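 active = inhibition reaching a set limit with compound at 10 µM in the primary screen, cut at about 35% in these data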;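 also: plate controls were DMSO wells with enzyme for no effect and no-enzyme buffer wells for full effect; values of inactives mirror those of a sister screen read the other way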
Target sequence (P09923 whole entry, looked up): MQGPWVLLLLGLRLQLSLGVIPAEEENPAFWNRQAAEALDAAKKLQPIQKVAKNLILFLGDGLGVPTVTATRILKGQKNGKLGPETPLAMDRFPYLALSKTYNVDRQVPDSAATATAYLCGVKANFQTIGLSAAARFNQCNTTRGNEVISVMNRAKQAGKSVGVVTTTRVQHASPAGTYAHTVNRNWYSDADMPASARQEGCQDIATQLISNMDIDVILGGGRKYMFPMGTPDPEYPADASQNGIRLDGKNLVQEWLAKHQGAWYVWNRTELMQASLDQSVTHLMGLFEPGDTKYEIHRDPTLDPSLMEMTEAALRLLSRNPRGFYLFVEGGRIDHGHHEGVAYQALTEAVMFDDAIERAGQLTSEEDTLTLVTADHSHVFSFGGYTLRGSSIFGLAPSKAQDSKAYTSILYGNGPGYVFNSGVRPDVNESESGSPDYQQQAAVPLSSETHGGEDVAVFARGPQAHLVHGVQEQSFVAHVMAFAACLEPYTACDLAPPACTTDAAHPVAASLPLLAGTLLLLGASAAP
tim10-1 inh = growth inhibitors of tim10-1 mutant yeast, primary screen, luminescence, uHTS. S. cerevisiae tim10-1 ts strain growth, BacTiter-Glo, 24 h. inhibition, % at 20 µM. 2.2% of 330,000 active. AID 463190, 2010;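 active = inhibition of at least 40%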;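 also: mutant grown at 25 °C; 0% = DMSO wells with yeast and 100% = wells holding no yeast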
mIAP act = activators of mouse IAP, primary screen, biochemical, luminescence, uHTS; intestinal alkaline phosphatase [Mus musculus]; muIAP, CDP-Star luminescence, 30 min; active compounds read high; 1 = vehicle-only enzyme signal, 0 = enzyme-free wells; 0.24% of 330,000 active; activation factor at 10 µM; AID 2805, 2010;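 active = activation factor of at least 2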; also: the source names both 10 and 20 µM as test concentration; values of inactives mirror those of a sister screen read the other way
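Assay system: mouse IAP enzyme; reagent: chemiluminescent substrate CDP-Star; dosing: test compounds delivered from DMSO solution; schedule: 30 min at room temperature; measured by: luminescence from enzymatic CDP-Star hydrolysis; controls: DMSO-only wells and no-enzyme negative control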
hIAP act = human IAP activators, primary screen, biochemical, luminescence, uHTS; AID 2524, 2010; activation factor at 10 µM; 0.16% of 330,000 active; purified human IAP, CDP-Star luminescence, 30 min; active compounds read high; 1 = vehicle-only enzyme, 0 = enzyme-free background; Intestinal-type alkaline phosphatase (Homo sapiens), P09923;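 active = activation factor of the enzyme at least 2-fold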; also: the source names both 10 and 20 µM as test concentration; values of inactives mirror those of a sister screen read the other way
ATG4B inhibitor = ATG4B protease inhibitors, primary screen, biochemical, fluorescence, uHTS. Cysteine protease ATG4B (Homo sapiens), Q9Y4P1. ATG4B cleavage of LC3-PLA2, NBD-HPC fluorescence, 1 h. inhibition, % at 8.33 µM. 0.51% of 340,000 active. AID 504462, 2011; in the data active = inhibition above about 40%
Target sequence (Q9Y4P1 whole entry, looked up): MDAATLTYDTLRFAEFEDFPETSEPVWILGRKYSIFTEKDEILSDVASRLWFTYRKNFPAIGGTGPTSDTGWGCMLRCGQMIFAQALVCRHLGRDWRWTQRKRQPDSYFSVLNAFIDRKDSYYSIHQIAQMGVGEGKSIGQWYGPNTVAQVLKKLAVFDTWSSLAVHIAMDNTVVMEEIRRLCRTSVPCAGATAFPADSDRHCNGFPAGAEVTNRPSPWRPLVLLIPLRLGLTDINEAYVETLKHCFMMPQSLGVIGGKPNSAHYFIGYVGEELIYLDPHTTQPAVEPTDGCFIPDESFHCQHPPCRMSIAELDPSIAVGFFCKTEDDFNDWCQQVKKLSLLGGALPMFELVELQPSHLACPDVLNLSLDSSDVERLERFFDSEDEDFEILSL
TIM10 inh = growth inhibitors of isogenic TIM10 control yeast, primary screen, counter-screen for tim10-1 yeast inhibitor project, luminescence, uHTS; S. cerevisiae TIM10 strain growth, BacTiter-Glo luminescence, 24 h; 1.4% of 330,000 active; AID 463195, 2010; inhibition, % at 10 µM;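 active = inhibition of 40% or more at the single tested concentration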;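 also: wild-type TIM10 isogenic control strain grown at permissive 25 °C; 0% = DMSO yeast wells and 100% = minimal medium wells without yeast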
mIAP block = inhibitors of mouse IAP, primary screen, biochemical, luminescence, uHTS; purified mouse IAP, CDP-Star luminescence, 30 min; inhibition, % at 10 µM; 0.2% of 330,000 active; AID 2806, 2010;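 active = inhibition of at least 40% at 10 µM in the primary screen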;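 also: plate controls were DMSO with enzyme for no effect and no enzyme wells for full effect; values of inactives mirror those of a sister screen read the other way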
NALP3 yeast inh = NALP3 inflammasome inhibitors in reconstituted yeast, primary screen, luminescence, uHTS. Yeast reconstituted NLRP3/ASC/caspase-1, beta-gal luminescence, 24 h. inhibition, % at 10 µM. 0.39% of 330,000 active;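 active = inhibition of 50% or more; inactive = inhibition below 50%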;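 also: plate controls were induced DMSO wells for no effect and uninduced yeast grown without galactose for full effect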
Starred values were filed as active, the others as inactive; / = no result given.

SMILES	Apaf1 inhib	hIAP inh	tim10-1 inh	mIAP act	hIAP act	ATG4B inhibitor	TIM10 inh	mIAP block	NALP3 yeast inh
CC(=O)c1cccc(N(CC(=O)NC2CCCCC2)C(=O)Cn2nnc(-c3ccccc3)n2)c1	-2	-8	-14	0.98	1.1	-5	14	2	18
Cc1cc(-c2ccc3ccccc3c2)n2ncnc2n1	-3	-1	6	1	1	4	13	-2	21
Cc1cc(S(=O)(=O)N2CCOCC2)ccc1OCC(=O)NCc1ccco1	5	-14	9	1.1	1.1	-5	-8	-7	16
CC(C)(C)C(=O)NC(=S)Nc1ccc(F)cc1	11	13	19	0.95	0.87	2	7	5	15
Cc1ccc(NC(=O)COC(=O)C2(CC(=O)NC(C)C)CCCC2)cc1C	10	-4	13	1.1	1	4	11	-9	11
Cc1csc(SCCn2c(N3CCCC3)nc3c2c(=O)[nH]c(=O)n3C)n1	-2	-13	-1	1	1.1	5	-9	-4	0
CCOc1ccc(NC(=O)c2ccc3nccnc3c2)cc1	-2	-6	4	1	1.1	6	3	-4	21
COc1ccc(NC(=O)c2sc3ncn(CC(=O)N4CCN(c5ccccn5)CC4)c(=O)c3c2C)cc1OC	8	2	-4	0.93	0.98	-11	8	7	3
COc1ccc(OC)c(C(=O)COC(=O)CNC(=O)C2CCCCC2)c1	2	-12	7	1.2	1.1	-13	8	-16	14
CCOc1ccccc1NC(=S)N(CCN(C)C)C(C)c1ccncc1 (centres undefined)	-18	8	5	0.92	0.92	8	-1	8	1
Cc1cc(C)n2c(SCC(=O)Nc3cc(C)on3)nnc2n1	1	-4	5	0.95	1	-14	-3	5	-1
O=C(c1ccccc1-c1nc2ccccc2[nH]1)N1CCCCC1	-8	9	3	1	0.91	0	6	-2	-6
CCn1cc(C(=O)NCCCOC(C)C)c(=O)c2cc(S(=O)(=O)N3CCOCC3)ccc21	-4	8	-8	0.93	0.92	-1	13	7	17
Cc1ccc(-n2ncc3c2CC(C)(C)CC3NC(=O)CCc2ccncc2)cc1 (centres undefined)	4	-5	16	0.98	1.1	-1	7	2	6
NS(=O)(=O)c1ccc(CCNC(c2ccccc2)c2ccccc2)cc1	-2	4	13	0.95	0.96	-9	21	5	1
Cc1ccc(-c2ccc(SCC(=O)Nc3cc(C)on3)nn2)cc1	11	12	-5	0.9	0.88	0	0	10	-8
CCOC(=O)c1cnc(Nc2ccc(OCC)cc2)nc1C	-1	4	15	0.99	0.96	0	12	0	-5
Cc1ncccc1C(=O)N1CCCC(CNC(=O)C2(c3ccc(Cl)cc3)CC2)C1 (centres undefined)	-19	1	1	1	0.99	-6	-14	-3	10
CCN(CC)c1ccc(C2Nc3cccc4cccc(c34)N2)cc1	16	-7	8	0.84	1.1	1	-11	16	24
COc1ccc(CCN(C)C(=O)c2c(C)noc2C)cc1OC	21	2	1	1.1	0.98	0	6	-7	12
Cc1ccc(NC(=O)CSCc2nc3c(nnn3Cc3ccc(F)cc3)c(=O)[nH]2)c(C)c1	-3	-1	10	0.92	1	2	-9	8	5
CCN(CC)c1nc2c(c(=O)n(C)c(=O)n2C)n1CC(=O)c1ccccc1	-10	-7	4	1	1.1	-3	16	-3	8
COC(=O)c1sc(NC(=O)C2CCCCC2C(=O)O)c(C(=O)OC)c1C (centres undefined)	0	-6	11	0.95	1.1	1	-4	5	10
Cc1ccc(C)c(S(=O)(=O)N2CCCOC2CNC(=O)C(=O)NC2CC2)c1 (centres undefined)	-6	7	-6	1	0.93	1	-3	-3	8
CCOC(=O)c1ccc(N2C(=O)CC(N3CCC(C(=O)OCC)CC3)C2=O)cc1 (centres undefined)	-2	-20	44*	1	1.2	-3	41*	0	27
New compounds follow:
SMILES	Apaf1 inhib	hIAP inh	tim10-1 inh	mIAP act	hIAP act	ATG4B inhibitor	TIM10 inh	mIAP block	NALP3 yeast inh
CNC(=O)c1c(NC(=O)CCS(=O)(=O)c2ccc(F)cc2)sc(C)c1C	-2	0	7	1.1	1	-1	9	-5	12
CN(C)C(=O)c1ccc(NC(=O)c2cc(-c3ccco3)nc3ccccc23)cc1	-9	-6	6	0.91	1.1	12	13	9	18
CC(/C=N/NC(=O)c1cc(C(C)(C)C)[nH]n1)=C\c1ccccc1	20	15	11	0.87	0.85	-1	-6	13	9
COC(=O)CN1C(=S)N(c2ccc(Cl)cc2)C(=O)C1CC(=O)Nc1ccc(Cl)cc1 (centres undefined)	21	2	-4	1	0.98	-13	32	-2	-1
Cc1ccc(-c2nc(CN(Cc3c(C)nn(C)c3C)C(C)C)c(C)o2)o1	8	10	6	0.95	0.9	10	11	5	-2
Cc1ccc(NC(=S)N/N=C2\CC(C)(C)Oc3ccc(O)cc32)cc1	-2	2	27	0.81	0.98	-9	8	19	4
Cc1ccc(NC(=O)Cn2cnc3c(NCc4ccccc4)ncnc32)cc1C	2	/	5	1.1	/	-10	-25	-6	/
CCc1nnc(NC(=O)CSc2nc3cc4c(cc3cc2C)OCCO4)s1	4	-24	13	1	1.2	0	-22	0	-19
O=C(OCC(=O)N1CCCc2ccccc21)c1ccccc1[N+](=O)[O-]	6	-8	34	1	1.1	13	18	-2	21
COc1ccc(N=C2SC(CC(=O)Nc3ccccc3F)C(=O)N2Cc2ccco2)cc1 (centres undefined)	-7	18	29	1	0.82	2	36	-3	7
O=C(Nc1ccc(F)cc1)Nc1nnc(Cc2ccccc2F)s1	7	-4	23	0.93	1	-9	12	7	14
CCOc1cc(/C=N/N=C2/NC(=O)C(CC(=O)O)S2)ccc1OCc1ccc(Cl)cc1Cl (centres undefined)	25	-16	12	0.94	1.2	16	14	6	5
COCCNC(=O)C(c1ccc(O)cc1)N(Cc1ccccc1)C(=O)CCC(=O)Nc1ccccn1 (centres undefined)	3	-13	8	1.1	1.1	1	-4	-5	-1
O=C(COC(=O)CCN=C1NS(=O)(=O)c2ccccc21)NNC(=O)c1ccc(Cl)cc1	-13	12	-13	0.76	0.88	-8	-13	24	11
COc1ccc(NC(=O)CSc2nnc(CN3CCOCC3)n2-c2ccccc2)cc1Cl	-16	-12	18	0.99	1.1	9	14	1	9
CCC1=NN(C(=O)Cc2ccc([N+](=O)[O-])cc2)C(O)(C(F)(F)F)C1 (centres undefined)	2	27	14	0.92	0.73	4	13	8	23
O=C(COC(=O)/C=C/c1ccc(F)cc1)NC1CCS(=O)(=O)C1 (centres undefined)	4	8	0	1	0.92	-3	3	-2	4
CCC(C)Sc1nc2c([nH]c3ccccc32)c(=O)n1C (centres undefined)	5	2	1	1	0.98	-11	3	-1	28
COc1ccc(-c2cc(C(F)(F)F)n3nc(C(=O)N4CCCC4)cc3n2)cc1	7	3	-21	1	0.97	3	-9	-5	7
COc1ccc(N2CC(NC(=O)N3CCc4ccccc43)CC2=O)cc1OC (centres undefined)	-18	0	14	0.98	1	8	-5	2	-5
CC(NS(=O)(=O)c1ccc(F)cc1)C(c1cccs1)N1CCN(C)CC1 (centres undefined)	-13	-4	6	1.1	1	-19	7	-7	-8
COc1cccc(NC(=O)N2CCN(c3cccc(C)c3C)CC2)c1	15	11	8	1.2	0.89	-9	-18	-23	25
O=C1N/C(=N\N=C\c2cccnc2)SC1Cc1ccc(SC(F)F)cc1 (centres undefined)	3	3	23	0.94	0.97	3	26	6	13
CCCC(=O)N1CCC(Cc2ccccc2)CC1	-7	-1	-10	0.94	1	2	1	6	10
O=c1[nH][nH]c(-c2ccccc2)c1C=Nc1cccc(Cl)c1	-1	-17	35	1.1	1.2	-12	40	-8	9

Taken from above:
COc1ccc(-c2cc(C(F)(F)F)n3nc(C(=O)N4CCCC4)cc3n2)cc1 in TIM10 inh is entered as -9
O=C(COC(=O)CCN=C1NS(=O)(=O)c2ccccc21)NNC(=O)c1ccc(Cl)cc1 in Apaf1 inhib is entered as -13
COCCNC(=O)C(c1ccc(O)cc1)N(Cc1ccccc1)C(=O)CCC(=O)Nc1ccccn1 (centres undefined) in hIAP inh is entered as -13

Additional entries follow.
SMILES	Apaf1 inhib	hIAP inh	tim10-1 inh	mIAP act	hIAP act	ATG4B inhibitor	TIM10 inh	mIAP block	NALP3 yeast inh
Cc1ccc(C(=O)N2CCN(c3ccc([N+](=O)[O-])cc3)CC2)o1	-2	15	24	0.89	0.85	-5	1	11	36
COCCNC(=O)NC(=O)COC(=O)c1ccc2[nH]c3c(c2c1)CCCC3	14	3	12	1.3	0.97	-1	-2	-26	0
O=C(CSc1nnc(SCc2cccc3ccccc23)s1)Nc1ccc(C(=O)O)cc1	5	12	14	1.1	0.88	2	2	-6	10
CC(C(=O)O)N1C(=O)CSc2ncccc21 (centres undefined)	-10	-4	-11	0.89	1	-16	-1	11	-1
COc1ccc(OC)c(S(=O)(=O)NC(C)(C)C)c1	6	0	4	1.2	1	9	-4	-20	1
COc1nc(OC)nc(N2CCC(C(=O)Nc3cccc4ccccc34)CC2)n1	14	-22	12	0.92	1.2	-9	3	8	22
CCCS(=O)(=O)c1c(S(=O)(=O)CCC)c2ccc(C(N)=O)cn2c1C(=O)OC	-4	1	15	0.87	0.99	-5	8	13	12
O=C(c1nn2c(C(F)(F)F)cc(-c3ccco3)nc2c1Br)N1CCCc2ccccc21	15	-1	33	1	1	0	12	-3	-3
CS(=O)(=O)Nc1ccc(S(=O)(=O)N2CCCC2)cc1	-10	-2	-4	1.1	1	-4	-16	-8	-8
COc1cccc2c(=O)n(CC(=O)N3CCC(C)CC3)ccc12	1	16	-8	0.92	0.84	-5	3	8	5
CCCN(CC(=O)Nc1ccccc1C)C(=O)c1ccc(S(=O)(=O)N2CCCC2)cc1	-7	11	2	1	0.89	-9	-1	0	-2
c1ccc(Oc2cccc(CN3CCCCC3)c2)cc1	-25	-22	2	1	1.2	-11	10	0	21
Cc1ccc(C(C)C)c(OCCCCN2CCNCC2)c1	6	-2	-16	1	1	5	-1	0	15
COc1ccc(-c2csc(NC(CO)c3nc4ccccc4n3CCOCCO)n2)cc1 (centres undefined)	-3	9	-3	1	0.91	-13	3	0	18
COc1ccc(N/N=C(/C#N)S(=O)(=O)C(C)(C)C)cc1	-1	5	18	1	0.95	10	-6	0	25
O=C(NCc1ccccc1)c1ncn[nH]1	-33	-7	-5	0.93	1.1	1	-21	7	11
COc1ccc(NC(=O)CN(C)C(=O)c2cccc(-n3cccc3)c2)cc1	8	5	-3	1	0.95	0	-11	-2	11
O=C(N/N=C/c1c[nH]c2ccccc12)c1ccc(Br)cc1	3	-10	-51	1	1.1	-4	-18	0	22
Nc1nc(COc2ccc3ccccc3c2)cs1	13	-14	31	1	1.1	2	22	-2	22

Three compounds out of the list above, sorted by their value in NALP3 yeast inh, descending.
molecule | hIAP inh | mIAP act | hIAP act | ATG4B inhibitor | mIAP block | NALP3 yeast inh
COc1cccc(NC(=O)N2CCN(c3cccc(C)c3C)CC2)c1 | 11 | 1.2 | 0.89 | -9 | -23 | 25
CN(C)C(=O)c1ccc(NC(=O)c2cc(-c3ccco3)nc3ccccc23)cc1 | -6 | 0.91 | 1.1 | 12 | 9 | 18
O=C1N/C(=N\N=C\c2cccnc2)SC1Cc1ccc(SC(F)F)cc1 (centres undefined) | 3 | 0.94 | 0.97 | 3 | 6 | 13

Screens: PubChem, Sanford-Burnham Center for Chemical Genomics
